Screening results deposited in PubChem BioAssay by several laboratories.
TRPML3 agonist: agonists of human TRPML3 channel; Q8TDD5; HEK293 TRPML3-YFP, Fluo-8 calcium fluorescence; 100% = the carbachol control signal; AID 1448; 220,000 compounds, 0.29% hits; activation, % at 3 µM;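 active means activation above its plate's cutoff, the mean activation of the plate's test wells plus 3 SD, cut at about 12% in these data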;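 further: 0% = DMSO only wells and 100% = carbachol wells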
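Material: TRPML3-YFP stable HEK293 cells | Dosing: One concentration, 3 µM nominal, 0.3% DMSO | Timing: 125 s total fluorescence read per well | Technique: Fluo-8 calcium dye fluorescence, ex 470-495, em 515-575 nm | Measure: Percent activation from peak-to-basal fluorescence ratio, scaled between DMSO and carbachol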
EP2 modulator: EP2 receptor (human) modulation. 260,000 compounds, 0.83% hits. P43116. induction, % at 25 µM. EP2-expressing cells, cAMP HTRF FRET, PGE2 co-stimulation;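 active means compounds whose cAMP rise, as percent of the full-agonist control response, exceeds 60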;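 further: rat C6 glioma line stably carrying human EP2 under a CMV promoter; the protocol text gives 20 µM as final concentration; 100% = response of wells given 1 µM PGE2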
Target sequence (P43116 whole entry, looked up): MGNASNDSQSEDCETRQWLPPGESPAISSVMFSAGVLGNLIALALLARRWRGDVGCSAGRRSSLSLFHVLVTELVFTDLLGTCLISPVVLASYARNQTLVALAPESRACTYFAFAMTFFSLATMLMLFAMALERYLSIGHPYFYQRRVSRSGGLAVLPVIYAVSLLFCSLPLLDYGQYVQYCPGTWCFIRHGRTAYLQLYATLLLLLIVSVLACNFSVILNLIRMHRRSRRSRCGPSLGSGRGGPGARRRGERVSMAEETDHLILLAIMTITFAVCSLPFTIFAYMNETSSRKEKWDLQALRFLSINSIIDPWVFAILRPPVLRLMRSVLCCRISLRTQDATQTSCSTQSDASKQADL
CHOP inhibitor: inhibitors of CHOP induction in ER stress response; AID 2732; 220,000 compounds, 3.8% hits; CHO-K1 CHOP-promoter luciferase, tunicamycin-induced, 15-18 h; inhibition, % at 10 µM;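 active means compounds that reduced the stress-induced luciferase reporter signal by more than about 70% of percent inhibition, limit read from the data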;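 further: 0% = tunicamycin plus vehicle and 100% = wells without tunicamycin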
PPC-1+TRAIL kill: PPC-1 cancer cell killing with TRAIL present. PPC-1 cells + TRAIL, ATPLite viability luminescence. cell killing (% activity), % at 4 µM. 220,000 compounds, 0.41% hits. AID 1443;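 active means cell killing above 50% in the first pass at 4 µM, then a duplicate retest at 5 µM averaging 50% or more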;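 further: plate controls were cells with TRAIL plus DMSO for no effect and medium-only wells lacking cells for full effect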
14-3-3 Bad inh: disrupts binding of bovine 14-3-3 zeta to phospho-Bad peptide | P63103 | TR-FRET 14-3-3zeta/Dy647-pBad peptide displacement, 1 h | inhibition, % at 21.7 µM | 220,000 compounds, 0.71% hits;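 active means inhibition above about 70%, limit read from the data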;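 further: 0% = full 14-3-3 plus peptide FRET controls and 100% = background without 14-3-3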
Target sequence (P63103 whole entry, looked up): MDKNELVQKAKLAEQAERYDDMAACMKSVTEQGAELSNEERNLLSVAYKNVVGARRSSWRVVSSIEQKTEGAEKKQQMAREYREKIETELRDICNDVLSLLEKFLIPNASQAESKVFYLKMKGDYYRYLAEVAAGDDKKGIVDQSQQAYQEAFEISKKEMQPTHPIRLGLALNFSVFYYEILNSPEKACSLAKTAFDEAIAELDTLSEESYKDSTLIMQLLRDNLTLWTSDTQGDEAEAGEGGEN
zfTRPN1 agonist: zebrafish TRPN1 (NompC) channel agonism; HEK293 zebrafish TRPN1-YFP, Fluo-8 calcium fluorescence; 100% = response to 87 µM carbachol; 220,000 compounds, 0.18% hits; AID 1424; activation, % at 3 µM;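 active means activation above its plate's cutoff, the mean activation of test wells on that plate plus 3 SD, cut at about 19% in these data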;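 further: 0% = DMSO alone and 100% = 87 µM carbachol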
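Assay system: Zebrafish TRPN1-YFP in HEK293 cells | Incubation: Dye loading 1 h at 37 °C, then 30 min room temperature | Measured by: Kinetic Fluo-8 fluorescence, ex 470-495, em 515-575 nm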
NPY Y1 blocker: NPY-Y1 (human) receptor antagonism. HEK293-CNG Y1 cells, membrane potential fluorescence; NPY at EC95, then isoproterenol. inhibition, % at 3.6 µM. 200,000 compounds, 1% hits. AID 1040;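 active means inhibition above the campaign mean inhibition of all tested compounds plus 3 SD, cut at about 20% in these data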;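 further: 0% = DMSO wells given NPY plus isoproterenol and 100% = isoproterenol alone without NPY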
Target sequence (P25929 whole entry, looked up): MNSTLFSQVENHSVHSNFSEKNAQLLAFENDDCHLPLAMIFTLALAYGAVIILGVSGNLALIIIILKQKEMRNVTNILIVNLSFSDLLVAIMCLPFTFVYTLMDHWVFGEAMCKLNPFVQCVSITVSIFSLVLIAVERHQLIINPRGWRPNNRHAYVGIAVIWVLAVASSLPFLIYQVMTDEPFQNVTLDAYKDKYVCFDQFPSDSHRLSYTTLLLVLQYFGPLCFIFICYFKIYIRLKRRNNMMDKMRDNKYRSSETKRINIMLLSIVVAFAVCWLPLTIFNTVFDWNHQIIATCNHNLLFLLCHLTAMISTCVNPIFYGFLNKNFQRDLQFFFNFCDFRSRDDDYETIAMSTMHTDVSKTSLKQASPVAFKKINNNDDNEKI
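System: HEK293 cells with Y1 receptor plus CNG channel / Probe or stimulus: NPY 25 nM then isoproterenol 1 µM plus Ro 20-1724 25 µM / Compound: one concentration, 3.6 µM, in 0.4% DMSO / Schedule: compound incubation 1 h at room temperature, readout 45 min post-stimulation / Measured by: membrane potential fluorescence / Read-out: % inhibition of NPY effect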
PGE2 EP2 inh: blocks the human prostaglandin E2 receptor EP2; P43116; C6 glioma cells expressing human EP2, cAMP TR-FRET; cells stimulated with saturating PGE2; inhibition, % at 25 µM; 260,000 compounds, 0.52% hits;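 active means percent inhibition above 40 after rounding to a whole number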;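 further: rat C6 glioma host cells with rolipram phosphodiesterase inhibitor present; the protocol text gives 20 µM as final concentration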
NPY1 pot ag: human NPY-Y1 potentiation or agonism, primary screen | P25929 | NPY-Y1 expressing cells, potentiator/agonist activation | activation, % at 3.6 µM | 220,000 compounds, 0.37% hits | AID 1304; in the data active means activation above about 33%, passing the limit was not always enough;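 further: cells stimulated with NPY at EC10 then isoproterenol at EC100; 0% = low agonist plus stimulus and 100% = saturating agonist plus stimulus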
An asterisk follows results filed as active; x = not tested or not shown; & = joins results of further samples; [ ] = another dose, or the depositor's remark.

SMILES	TRPML3 agonist	EP2 modulator	CHOP inhibitor	PPC-1+TRAIL kill	14-3-3 Bad inh	zfTRPN1 agonist	NPY Y1 blocker	PGE2 EP2 inh	NPY1 pot ag
CC(=Nc1ccccc1)C1=C(O)COC1=O	0.7	13	-4	7	-5[fluorescence artefact?]	1.2	-1	6	-3
COc1cccc(/C=N/N2CCN(C3c4ccccc4-c4ccccc43)CC2)c1O	0.8	65*	6	-15	0	1.9	x	9	5
CN1CCN(C(c2cccnc2)c2ccc3cccnc3c2O)CC1 (centres undefined)	0.2	-9	-92	25	23[fluorescence artefact?]	0.7	-3	4	-5
Cc1cc2c(cc1C)CSC(c1ccc(O)cc1)SC2	-0.6	-16	90*	27	-4	-1.1	7	20	26
CCOc1cc(C2CC(=O)NC(SCC)=C2C#N)ccc1O (centres undefined)	0.1	6	0	1	4	-0.1	-1	13	-3
Cc1ccc(NCCC(=O)c2cccc([N+](=O)[O-])c2)cc1	0.9	-1	13	20	9	-0.2	4	5	8
C=CCOc1ccc2c(c1)c(S(=O)(=O)c1ccc(C)cc1)cn2COC	127*	x	x	-3	x	1.1	-8	x	19
COc1ccc(OC)c(NC=C2C(=O)OC(C)(C)OC2=O)c1	1.1	9	-28	-13	-8	-0.2	4	9	3
CCN(C(=O)COC(=O)c1cccnc1Nc1ccccc1F)C1CCS(=O)(=O)C1 (centres undefined)	0.7	-1	-9	2	7	0.3	2	8	-38
CC1C=CCC2C(=O)N(c3cccc(C(=O)N4CCN(c5ccc(F)cc5)CC4)c3)C(=O)C12 (centres undefined)	1.2	32	-2	x	-3	3.8	0	x	-11
Cc1ccc(C)c(S(=O)(=O)C(C#N)c2nc3ccccc3nc2N2CC(C)OC(C)C2)c1 (centres undefined)	0.2	6	39	26	28	-1.3	-11	5	-2
Cc1ccc(C(C)C)c(OCCn2c(=O)oc3ccccc32)c1	0.4	61*	58	17	0	0.2	-2	12	-14
CC1CCN(S(=O)(=O)N2CCC(C(=O)NCCN3CCOCC3)CC2)CC1	0.6	15	-17	24	6	-0.2	1	2	-18
O=C1CC(N2CCOCC2)C(=O)N1c1cccc(Cl)c1 (centres undefined)	-0.5	16	-59	-5	-6	0.0	-4	6	-2
Cc1nn(CCc2nc(-c3ccco3)cs2)c2[nH]c(=O)cc(C(F)(F)F)c12	0.6	14	2	22	12	1.4	-5	31	25
CN1CCc2ccccc2C1C1CCNCC1 (centres undefined)	1.1	-23	-8	-16	25	1.1	-2	5	-19
COc1cc2c(cc1OC)C(c1cccs1)N(C(=O)c1ccc(S(=O)(=O)N(C)C)cc1)CC2 (centres undefined)	-0.1	3	-14	12	11	0.7	x	6	12
CCOC(=O)C1CCN(C(C(=O)Nc2ccc3c(c2)OCCO3)c2ccccc2)CC1 (centres undefined)	-1.1	-16	4	16	8	0.2	15	7	-21
CCN(CC)S(=O)(=O)c1ccc(NC(=O)Cn2c(=O)oc3ccccc32)cc1	1.5	-7&-41	25	-7	2[fluorescence artefact?]	1.4	4	5&7	17
NC(=O)CC(NC(=O)Cc1cccc2ccccc12)c1ccc(NC2CCCCCCC2)c([N+](=O)[O-])c1 (centres undefined)	x	-3	75*	2	21	x	x	13	x
COc1ccc(C(=O)/C=C/c2cccs2)c(OC(=O)N2CCOCC2)c1	0.0	5	-37	18	-5	-2.0	0	11	-7
NC(=O)C1CCN(C(=O)CN2CCc3ccccc32)CC1	0.7	-10	11	-5	-1	1.1	2	11	-20
O=C(CS(=O)c1ccc(C(F)(F)F)cc1[N+](=O)[O-])Oc1ccccc1 (centres undefined)	0.8	-20	88*	-22	-5	-1.0	-7	15	4
Cc1ccc(-c2nc3ccccc3c(C(=O)NCc3cccs3)c2C)cc1	0.8	-1	3	9	28	1.1	14	20	-37
Cc1ccccc1C(=O)NC(=S)Nc1ccccc1C(=O)O	-0.2	13	0	20	-2	-0.1	3	9	-8
Cc1nn(CCCC(=O)N2CCN(c3ccc(F)cc3)CC2)c(C)c1[N+](=O)[O-]	0.4	-8	13	3	-4	0.7	0	8	7
CCCc1cc(C(=O)N/N=C/c2ccc(CC)s2)c2ccccc2n1	-0.1	8	42	12	0	0.5	6	9	-21
N#Cc1nc(-c2ccc(F)cc2)oc1NCc1ccco1	-0.8	-74	10	-11	-6	-1.8	x	9	-5
CCCCC(C(=O)O)C(C)CC(=O)Nc1ccn(-c2ccccc2)n1 (centres undefined)	-0.3	11	7	-14	12	1.4	5	9	-23
O=c1c2c3c(sc2n(CCN2CCCCC2)c(=O)n1Cc1ccco1)CCCCC3	0.6	51	40	8	0	1.2	4	8	9

Part of the list above in order of length of the SMILES, lowest first:
SMILES	TRPML3 agonist	EP2 modulator	CHOP inhibitor	PPC-1+TRAIL kill	14-3-3 Bad inh	zfTRPN1 agonist	NPY Y1 blocker	PGE2 EP2 inh	NPY1 pot ag
CN1CCc2ccccc2C1C1CCNCC1 (centres undefined)	1.1	-23	-8	-16	25	1.1	-2	5	-19
Cc1cc2c(cc1C)CSC(c1ccc(O)cc1)SC2	-0.6	-16	90*	27	-4	-1.1	7	20	26
O=C1CC(N2CCOCC2)C(=O)N1c1cccc(Cl)c1 (centres undefined)	-0.5	16	-59	-5	-6	0.0	-4	6	-2
Cc1ccc(C(C)C)c(OCCn2c(=O)oc3ccccc32)c1	0.4	61*	58	17	0	0.2	-2	12	-14
CCCc1cc(C(=O)N/N=C/c2ccc(CC)s2)c2ccccc2n1	-0.1	8	42	12	0	0.5	6	9	-21
Cc1ccc(-c2nc3ccccc3c(C(=O)NCc3cccs3)c2C)cc1	0.8	-1	3	9	28	1.1	14	20	-37
COc1cccc(/C=N/N2CCN(C3c4ccccc4-c4ccccc43)CC2)c1O	0.8	65*	6	-15	0	1.9	x	9	5
CCN(CC)S(=O)(=O)c1ccc(NC(=O)Cn2c(=O)oc3ccccc32)cc1	1.5	-7&-41	25	-7	2[fluorescence artefact?]	1.4	4	5&7	17
Cc1ccc(C)c(S(=O)(=O)C(C#N)c2nc3ccccc3nc2N2CC(C)OC(C)C2)c1 (centres undefined)	0.2	6	39	26	28	-1.3	-11	5	-2
COc1cc2c(cc1OC)C(c1cccs1)N(C(=O)c1ccc(S(=O)(=O)N(C)C)cc1)CC2 (centres undefined)	-0.1	3	-14	12	11	0.7	x	6	12
CC1C=CCC2C(=O)N(c3cccc(C(=O)N4CCN(c5ccc(F)cc5)CC4)c3)C(=O)C12 (centres undefined)	1.2	32	-2	x	-3	3.8	0	x	-11

Following part.
SMILES	TRPML3 agonist	EP2 modulator	CHOP inhibitor	PPC-1+TRAIL kill	14-3-3 Bad inh	zfTRPN1 agonist	NPY Y1 blocker	PGE2 EP2 inh	NPY1 pot ag
N#C/C(=C\Nc1ccc2c(c1)OCCO2)c1nc2ccccc2[nH]1	-0.9	-13	74*	16	15[fluorescence artefact?]	-1.0	4	7	-30
COC(=O)/C(C#N)=C/c1ccc(-c2ccc(S(N)(=O)=O)cc2)o1	0.3	-38	17	6	-2	2.0	x	6	1
COc1cccc(C2C(C(=O)OC(C)C)=C(C)Nc3ncnn32)c1 (centres undefined)	-0.6	16	11	4	9	-1.2	8	7	18
CC1=CC(=C(C#N)c2nc3ccccc3s2)C=C(C)N1CC1CCCO1 (centres undefined)	0.6	-37	-56	18	-9	-0.3	-3	-1	14
CC(C)(C)C(=O)NC(C(N)=O)=C(Cl)Cl	0.5	6	20	4	6	2.4	3	7	-8
c1cncc(-c2nc3ccccc3s2)c1	0.5	-38	6	-6	-5	-0.4	x	13	2
Cc1cc(=O)oc2c(N)c(O)ccc12	0.4	14	25	16	1	0.3	10	22	12
O=C(NCc1ccccc1)c1ccc(S(=O)(=O)N2CCCC2)cc1	0.7	17	12	-29	4	0.6	8	9	-3
COC(=O)Cn1c(C)nc2ccccc21	1.0	26	19	26	-8	-0.7	-3	8	0
S=c1[nH]nc(-c2cccnc2)n1C1CCCCC1	0.8	12	14	-3	-10	-0.3	9	13	-21

2 entries from above, reformatted:
Molecule,TRPML3 agonist,EP2 modulator,CHOP inhibitor,PPC-1+TRAIL kill,14-3-3 Bad inh,zfTRPN1 agonist,NPY Y1 blocker,PGE2 EP2 inh,NPY1 pot ag
CC1=CC(=C(C#N)c2nc3ccccc3s2)C=C(C)N1CC1CCCO1 (centres undefined),0.6,-37,-56,18,-9,-0.3,-3,-1,14
COC(=O)/C(C#N)=C/c1ccc(-c2ccc(S(N)(=O)=O)cc2)o1,0.3,-38,17,6,-2,2.0,x,6,1

The list goes on:
SMILES	TRPML3 agonist	EP2 modulator	CHOP inhibitor	PPC-1+TRAIL kill	14-3-3 Bad inh	zfTRPN1 agonist	NPY Y1 blocker	PGE2 EP2 inh	NPY1 pot ag
CN(C)CCCCOc1ccccc1-c1ccccc1	1.2	-13	-26	-7	68	-0.4	19	5	-30
COc1ccc(C2N(Cc3ccccc3)CC(=O)N2/N=C(\C)c2ccccc2)cc1 (centres undefined)	0.5	49	67	4	5	-0.1	9	6	-5
COc1ccccc1NS(=O)(=O)c1ccc2oc(=S)[nH]c2c1	0.3	22	16	-5	2	1.9	x	3	11
COc1ccc(-c2nc3ccccn3c2/N=C/c2ccc(OC)c(OC)c2)cc1O	0.1	38	11	15	-20[fluorescence artefact?]	-0.4	-2	10	-4
CCCC(c1nnnn1C(C)(C)CC)N(CCCO)Cc1cc2cc(C)cc(C)c2[nH]c1=O (centres undefined)	0.2	22	16	14	13	-0.6	7	15	7
COc1ccc(OC)c(C(C)NC(C)=O)c1 (centres undefined)	-0.3	30	33	13	-4	0.4	4	3	-10
COc1ccc(CN2CCN(CCCc3ccccc3)CC2)c(OC)c1	-0.1	1	-6	1	29	-0.5	16	5	-24
CCCCNC(=O)CSc1nnc(-c2c[nH]c3ccccc23)n1CC1CCCO1 (centres undefined)	0.1	14	-7	32	2	0.4	3	9	-9
Cc1cc(=O)n2nc(N3CCCC(C(=O)NC(C)c4ccccc4)C3)sc2n1 (centres undefined)	0.5	12	3	4	2[fluorescence artefact?]	-0.2	-6	6	24
COc1cccc(-n2c(C)nc3c(cnn3-c3ccc(Cl)cc3)c2=O)c1	0.2	21	53	18	-9	0.0	-4	10	-20
Cc1ccc2c(c1)C(=O)C(=O)N2CCOc1ccccc1	-0.4	11	-55	10	1	-2.1	11	7	-17
O=C(Oc1cc(=O)oc2ccccc12)c1cccnc1Cl	0.7	30	-31	-35	5	1.8	-1	10	-1

These rows are one share of the data; the hit share may differ from the screen's.
